Growth percent in the NCI-60 one-dose screen (48 h, 10 µM unless noted): 100 = growth as untreated, 0 = no growth, -100 = all killed.
NCI-H522: NCI-H522 lung cancer | 78,000 compounds, 8% hits
IGROV1: IGROV1 ovarian cancer; 79,000 compounds, 4.7% hits; AID 1794786
NCI-H322M: NCI-H322M lung cancer. 80,000 compounds, 2.7% hits. AID 1794733
NCI-H23: NCI-H23 lung cancer. 80,000 compounds, 4% hits
NCI-H226: NCI-H226 lung cancer; AID 1794732; 79,000 compounds, 3.5% hits
NCI-H460: NCI-H460 lung cancer | 82,000 compounds, 6.8% hits | AID 1794736
SK-OV-3: SK-OV-3 ovarian cancer cells; AID 1794785; 80,000 compounds, 3.2% hits
NCI/ADR-RES: NCI/ADR-RES ovarian cells; 81,000 compounds, 4.4% hits; AID 1794790
OVCAR-4: OVCAR-4 ovarian cancer cells. 80,000 compounds, 3.7% hits
The depositor's hits bear a star; · = no result given; & = joins results of further samples. Rule for the calls: active = growth percent below 10; inactive = the rest.

SMILES | NCI-H522 | IGROV1 | NCI-H322M | NCI-H23 | NCI-H226 | NCI-H460 | SK-OV-3 | NCI/ADR-RES | OVCAR-4
CC(C)[C@@H]1CC[C@@H](C)C[C@H]1OC(=O)NN | 88 | 105&108 | 107&101 | 108&99 | 95&93 | 109&102 | 109&103 | 114&102 | 116&106
Cc1csc(=NCc2cccnc2)n1C | 93 | 92 | 92 | 102 | 99 | 108 | 97 | 107 | 100
O=C(/C=C/c1cccc(F)c1)c1ccccc1 | 84 | 100 | 97 | 97 | 92 | 105 | 116 | 105 | 104
Cc1cc(=O)oc2cc(OCCOc3ccc(/C=C/C(=O)Nc4ccc(Br)cc4)cc3)ccc12 | 96 | 106 | 104 | · | 99 | 100 | 110 | 100 | 97
N/C(=N\O)c1ccc2oc(/C=C/c3cc4cc(/C(N)=N\O)ccc4o3)cc2c1 | 95 | 103 | 94 | 107 | 99 | 108 | 103 | 112 | 102
CCN1CN2C(=S)NC3C2N(C1)C(=S)N3C (stereo unspecified) | 88 | 106 | 103 | 102 | 92 | 104 | 105 | 107 | 100
CC(=O)Oc1ccccc1C(=O)N(/N=C1\C(=O)N(C(C)=O)c2ccccc21)C(C)=O | 87 | 91 | 102 | 97 | 94 | 100 | 93 | 104 | 88
Fc1cc(C(F)(F)F)ccc1-c1cncnc1NC1CCCCCC1 | 91 | 97 | 104 | 93 | 83 | 102 | 101 | 91 | 85
O=C(Nc1ccc2c(ccn2C(=O)c2cccc(F)c2)c1)c1ccnc([N+](=O)[O-])c1 | 99 | 114 | 97 | 100 | 89 | 107 | 111 | 111 | 97
CCCCCCCCC(=O)N1C(C)CCC1C (stereo unspecified) | 83 | 121 | 120 | 97 | 119 | 103 | 101 | 96 | ·
O=C(Cn1cc[n+](CC(=O)c2ccc(Cl)cc2)c1)Nc1cccc2cccnc12 | 90 | 64 | 91 | 88 | 81 | 98 | 80 | 100 | 83
CCOc1nc2c(N)ncnc2n1CC1CC1 | 103 | 120 | 115 | 93 | 99 | 113 | 105 | 99 | 103
Cc1ccc2cccc(OC(=O)Nc3cccc(C(F)(F)F)c3)c2n1 | 37 | 58 | 89 | 37 | 68 | 28 | 108 | 59 | 73
COC(=O)c1ccc(C2C3=C(CC(c4ccc(F)cc4)CC3=O)Nc3ccccc3N2C(=O)c2ccccc2)cc1 (stereo unspecified) | 98 | 87 | 99 | 90 | · | 93 | 106 | 96 | 91
COc1cccc(NC(=O)Nc2ccc(Oc3ncnc4sc5c(c34)CCCC5)cc2)c1 | 21 | 89 | 96 | 68 | 65 | 66 | 78 | 71 | 57
O=C(O)CNC(=O)C1(NC(=O)OCc2ccccc2)CCCC1 | · | 133 | 116 | 102 | 95 | 107 | 106 | 111 | 101
O=C1C(Br)=Cc2cccc3cccc1c23 | 83 | 100 | 97 | 93 | 105 | 105 | 112 | 96 | 96
CN1CCN(CCCN2c3ccccc3Sc3ccc(Cl)cc32)CC1 | 93&81 | 54 | 93 | 86&82 | 95&96 | 97&93 | 99 | 83&69 | 81&68
CC(CN1CCCCC1)SSC(C)CN1CCCCC1 (stereo unspecified) | 101 | 101 | 91 | 100 | 91 | 104 | 102 | 100 | 104
O=c1cc(-c2cccc(F)c2)oc2ccccc12 | 105&91 | 106&104 | 101&99 | 95&95 | 98&107 | 107&111 | 125&108 | 98&101 | 108&94
C=CC(=O)NCc1cccc(Nc2ncc(Br)c(NCCCNC(=O)C3CCC3)n2)c1 | -39* | 1.9* | -13* | -37* | -0.7* | -42* | -42* | 36 | -2.0*
COc1cc(/C=N/NC(=O)CC#N)ccc1O | 86 | 108 | 95 | 96 | 99 | 107 | 102 | 98 | 107
COC1CCC2CC(C(=O)N3CCC(C(C)C(=O)NCC4CCC(F)CC4)CC3)NC2C1 (stereo unspecified) | 53 | 70 | 83 | 66 | 66 | 77 | 41 | 63 | 57
CC(C)=CC/C=C(/C)[C@H]1CC[C@]2(C)[C@@H]1CC[C@@H]1[C@@]3(C)C/C(=C/c4cc(C(F)(F)F)cc(C(F)(F)F)c4)C(=O)C(C)(C)[C@@H]3CC[C@]12C | 93 | 94 | 88 | 103 | 90 | 103 | 97 | 100 | 105
CCCNCC(O)COc1ccccc1C(=O)CCc1ccccc1 (stereo unspecified) | 83 | 92 | 88 | 97 | 102 | 117 | 98 | 92 | 91
Cc1ccc(Nc2nc(N)nc(C)c2Br)cc1 | 76 | 101 | 101 | 90 | 93 | 112 | 96 | 100 | 106
CCOC(=O)C12CCCC1=CC(=O)CC2 (stereo unspecified) | 105 | 103 | 104 | 107 | 107 | 107 | 102 | 104 | 112
Cc1ccc(C(F)(F)F)cc1N1CCN(C(=O)[C@H]2C[C@H]2c2ccc(C(F)(F)F)nc2)CC1 | 72 | 75 | 99 | 95 | 84 | 106 | 84 | 92 | 92
COc1ccc(-c2c(C#N)c(N)nn2C(=O)c2ccc(NC(=O)c3ccccn3)cc2)cc1OC | 88 | 90 | 90 | 103 | 82 | 103 | 107 | 96 | 94
CCCN1CCN(c2ccc3nc(-c4ccc5nc(-c6cc(OC)c(OC)c(OC)c6)[nH]c5c4)[nH]c3c2)CC1 | 41 | 101 | 94 | 80 | 82 | 93 | · | 100 | 90
c1ccc(Nc2ccccc2)cc1 | 90 | 117 | 127 | 108 | 100 | 107 | 101 | 110 | 110
Oc1ccccc1/C=N\Nc1ccccc1 | 11 | 57 | 60 | 87 | 39 | 31 | 108 | 44 | 84
COC(=O)/C(CCC(Br)C(C)(C)N1CC=CCC1)=C1\[C@@H](OC(C)=O)C[C@@]2(C)[C@H]1C[C@@H](O)[C@H]1[C@@]3(C)CC[C@H](O)[C@@H](C)[C@@H]3CC[C@@]12C (stereo partly specified) | 95 | 93 | 98 | 95 | 89 | 104 | 111 | 100 | 104
CCCCN(CCCC)Cc1c(C)[nH]c2cc(OC)ccc2c1=O | 95 | 113 | 113 | 107 | 103 | 103 | 92 | 104 | 106
CCCCCCCCCCCCCCC(C(=O)OCC)C(=O)OCC | 93 | 103 | 104 | 105 | 93 | 109 | 112 | 104 | 109
CC(C)/C=C/CC[C@](C)(O)[C@H]1CC[C@]2(C)[C@@H]1CC[C@@H]1[C@@]3(C)C/C(=C/c4cccc(C(F)(F)F)c4)C(=O)C(C)(C)[C@@H]3CC[C@]12C | 96 | 104 | 105 | 96 | 95 | 99 | 103 | 98 | 87
O=[N+]([O-])c1ccc(CCCl)cc1 | 92 | 112 | 107 | 102 | 98 | 109 | 120 | 101 | 110
C=CCc1c(C)ccc(C)c1OC | 98 | 120 | 110 | 105 | 104 | 113 | 116 | 105 | ·
Cn1cc2c(c1)-c1nc(Nc3ccccc3)ncc1CC2 | 85 | 59 | 53 | 38 | 52 | 43 | 78 | 72 | 69
N#Cc1nn(-c2ccc(Cl)cc2)nc1N1CCOCC1 | 86 | 99 | 98 | 98 | 101 | 102 | 105 | 103 | 103
CCCCCCCOc1ccc(S(=O)(=O)Nc2cccc(F)c2C(=O)O)cc1 | 89 | 105 | 104 | 104 | 100 | 107 | 115 | 108 | 102
Cc1sc2c(=O)[nH]c(N3CCOCC3)nc2c1C | 92 | 87 | 87 | 94 | 97 | 106 | 98 | 93 | 104
NC(N)=Nc1ccc(Oc2ccc(Nc3ccc(Cl)c(C(F)(F)F)c3)cc2)cc1 | 18 | -7.7* | 69 | 12 | 49 | -0.7* | 89 | 92 | 52
COc1cc2oc(-c3cccc(C(=O)NCC(=O)O)c3)cc(=O)c2c(OC)c1OC | 98 | 101 | 99 | 102 | 99 | 104 | 112 | 101 | 108
CCOC(=O)/C=C/c1ccco1 | · | · | 93 | 106 | 106 | 109 | 119 | 116 | 109
CNc1ccccc1[N+](=O)[O-] | 91 | 100 | 93 | 106 | 104 | 117 | 106 | 115 | 109
NS(=O)(=O)c1cc2c(cc1Cl)NC(C1CC3C=CC1C3)NS2(=O)=O (stereo unspecified) | 107 | 108 | 108 | 100 | 104 | 113 | 113 | 103 | 108
Cc1cc(N=NC(N)=O)c2ccccc2c1O | 77 | 85 | 96 | 92 | 86 | 100 | 110 | 102 | 87
CN(CCCCCCCCNc1ccnc2ccccc12)Cc1ccc(-c2ccc(-c3ccc(C#N)cc3)s2)cc1 | -63* | -86* | -66* | 21 | -67* | -76* | -73* | -68* | -58*
CCCCOc1ccc(N)cc1C(=O)OCCCN(CC)CC | 68 | 114 | · | 98 | 102 | 102 | 97 | 103 | 97

Laid out differently: four of the compounds above
Screens in order: NCI-H522, IGROV1, NCI-H322M, NCI-H23, NCI-H226, NCI-H460, SK-OV-3, NCI/ADR-RES, OVCAR-4
- CNc1ccccc1[N+](=O)[O-]
→ 91, 100, 93, 106, 104, 117, 106, 115, 109
- NS(=O)(=O)c1cc2c(cc1Cl)NC(C1CC3C=CC1C3)NS2(=O)=O (stereo unspecified)
→ 107, 108, 108, 100, 104, 113, 113, 103, 108
- Cc1cc(N=NC(N)=O)c2ccccc2c1O
→ 77, 85, 96, 92, 86, 100, 110, 102, 87
- CN(CCCCCCCCNc1ccnc2ccccc12)Cc1ccc(-c2ccc(-c3ccc(C#N)cc3)s2)cc1
→ -63*, -86*, -66*, 21, -67*, -76*, -73*, -68*, -58*

Next section:
SMILES | NCI-H522 | IGROV1 | NCI-H322M | NCI-H23 | NCI-H226 | NCI-H460 | SK-OV-3 | NCI/ADR-RES | OVCAR-4
N#CCCCCCCCCC(=O)O | 75 | · | 105 | 104 | 104 | 108 | 101 | 106 | 108
Cc1ccc(S(=O)(=O)OCC(=O)Nc2ccc(C(=O)O)c(O)c2)cc1 | 94 | -18* | 104 | 131 | 126 | 103 | 127 | 88 | 87
Nc1ccc(C2=CC(c3ccc(Cl)cc3)N3C=CSC3=N2)cc1 (stereo unspecified) | -66* | -89* | -57* | -47* | -71* | -6.8* | -51* | 32 | 0.4*
CC(=O)OC1CCC2(C)C3CCC4(C)C(CCC45OC5(C)OC(C)=O)C3CC3OC32C1 (stereo unspecified) | · | 106 | 99 | 103 | 102 | 107 | 104 | 106 | 95
Cc1ccc(S(=O)(=O)N(C)C2c3ccccc3Oc3ccccc32)cc1 | 71 | 80 | · | 88 | 90 | 85 | 98 | 74 | 94
COC(=O)C[C@H](Nc1nc(N)nc(N2CCCCC2)c1C=O)C(=O)OC | 96 | 109 | 94 | 104 | 112 | 116 | 108 | 111 | 115
CCN(CCO)c1cccc(C)c1 | 92 | 112 | 97 | 100 | 101 | 111 | 106 | 102 | 112
CNCCNc1nc2ccccc2c2c(=O)c3cccc(C)c3sc12 | 28 | 18 | 41 | 58 | · | 9.4* | · | 45 | 29
C/C(=N\NC(=S)Nc1ccccc1)c1ccccn1 | 13 | 16 | 21 | 60 | 21 | 17 | 40 | 17 | 33
O=c1c2ccccc2nc(COc2ccccc2)n1/N=C/c1ccc(N2CCOCC2)cc1 | 34 | 57 | 67 | 59 | 38 | 66 | 65 | 58 | 40
CC(C)(C)c1cc(C2OC(N)=C(O)C2=O)cc(C(C)(C)C)c1O (stereo unspecified) | 87 | 97 | 95 | 92 | 83 | 107 | 103 | 88 | 82
O=C(c1cccc(-c2ccccc2)n1)c1c[nH]c2ccccc12 | 85 | 62 | 89 | 80 | 73 | 94 | 85 | 87 | 66
O=C(O)CSCSCC(=O)O | · | 107 | 108 | 100 | 95 | 104 | 94 | 109 | 100
COc1ccccc1Nc1nnc(-c2cc(F)c(F)c(F)c2)o1 | 85 | 101 | 102 | 98 | 99 | 108 | 105 | 103 | 94
N#C/C(=C\n1ccc(=O)[nH]c1=S)c1nc2ccccc2s1 | 76 | 102 | 103 | 92 | 92 | 101 | 98 | 104 | 100
Cc1ccc(NC=O)cc1NC=O | 83 | 68 | 143 | 102 | 89 | 115 | 109 | 107 | ·
Cc1nn(-c2ccccc2)c2nc3nc(Cc4ccccc4)[nH]c(=O)c3c(-c3ccc(Cl)cc3)c12 | 78 | 97 | · | · | 108 | 107 | 93 | 100 | 129
Cc1ccc(NC(=O)N[C@@H](Cc2cc(F)cc(F)c2)C(=O)NC2C(=O)N3CCC[C@H]3C(=O)N3CCCC[C@H]3C(=O)N[C@@H](C)C(=O)N3C[C@H](C)C[C@H]3C(=O)O[C@H]2C)c(F)c1 (stereo partly specified) | 20 | 48 | 53 | 35 | 1.3* | 15 | 24 | 20 | 24
C=CCN(/C=C/CN(CC=C)CC=C)CC=C | · | 96 | 97 | 108 | 96 | 105 | 103 | 107 | 92
CCOC(=O)C(N=Nc1ccc(S(=O)(=O)N=C(N)N)cc1)C(=O)OCC | 94 | 103 | 100 | 96 | 85 | 102 | 100 | 103 | 111
CC(C)c1ccc(C(=O)OCCCl)cc1 | 97 | 109 | 93 | 94 | 106 | 105 | 101 | 102 | 104
CCCCCCCCCCCCNC(=S)N/N=C/c1ccccc1OCC | 91 | 98 | 105 | 97 | 92 | 102 | 101 | 105 | 98
CCCSc1nc(N)nc2nc[nH]c12 | 88 | 81 | 161 | 98 | 103 | 106 | · | 108 | 114

Part of the list above in order of molecular weight, ascending.
SMILES | NCI-H522 | IGROV1 | NCI-H322M | NCI-H23 | NCI-H226 | NCI-H460 | SK-OV-3 | NCI/ADR-RES | OVCAR-4
N#C/C(=C\n1ccc(=O)[nH]c1=S)c1nc2ccccc2s1 | 76 | 102 | 103 | 92 | 92 | 101 | 98 | 104 | 100
CCOC(=O)C(N=Nc1ccc(S(=O)(=O)N=C(N)N)cc1)C(=O)OCC | 94 | 103 | 100 | 96 | 85 | 102 | 100 | 103 | 111
Cc1nn(-c2ccccc2)c2nc3nc(Cc4ccccc4)[nH]c(=O)c3c(-c3ccc(Cl)cc3)c12 | 78 | 97 | · | · | 108 | 107 | 93 | 100 | 129

Compound activity: PubChem BioAssay, NCI
